Assay outcomes (PubChem)
H1N1 NS1A inhibition: H1N1 influenza NS1A inhibitors, functional cell based assay (AID 504329); 0.3% of 340,000 active; NS1A functional cell-based assay, percent inhibition; higher % means a stronger effect; one-dose inhibition, % at 12.5 µM; IC50 in µM for titrated hits; in the data active means a potency from the dose series; inconclusive means inhibition above about 27% without an active follow-up result; further: strong numbers were not always called active
M. tuberculosis: growth inhibition of non-replicating M. tuberculosis (AID 488890); Mycobacterium tuberculosis non-replicating, growth inhibition; higher % means a stronger effect; one-dose inhibition, % at 25 µM; IC50 in µM for titrated hits; 0.39% of 320,000 active; in the data active means a potency from the dose series; inconclusive means inhibition mostly from about 82% at the one dose, without a potency; inactive means the rest, 99 in 100 with inhibition below about 76%;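 further: plate controls were DMSO cells for no effect and high antibiotic wells for full effect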
M. tuberculosis HTS: M. tuberculosis growth inhibition, HTS (AID 449762). M. tuberculosis H37Rv growth inhibition, 7H9 media; higher % means a stronger effect. inhibition, % at 25 µM, or IC50 in µM where a hit was titrated. 0.59% of 330,000 active; in the data active means a potency from the dose series; inconclusive means inhibition above about 70% without an active follow-up result;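 further: bacterial growth assessed after seven days of incubation; strong numbers were not always called active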
inhibitors of VEEV: inhibitors of VEEV TC-83 cytopathic effect, confirmation, Vero cells (AID 588727). 0.13% of 350,000 active. Vero cells, VEEV TC-83 cytopathic effect inhibition; higher % means a stronger effect. inhibition, % at 20 µM; hits with a dose series show IC50 in µM; in the data active means a potency from the dose series; inconclusive means inhibition mostly from about 14% at the one dose, without a potency; inactive means the rest, 99 in 100 with inhibition below about 12%; further: strong numbers were not always called active
Salmonella PhoP GFP: PhoP regulon inhibitors, Salmonella typhi PhoP promoter GFP reporter, confirmatory (AID 1850); Salmonella Typhi PhoP-promoter GFP reporter, fluorescence, 4 h; higher % means a stronger effect; 0.33% of 310,000 active; one-dose inhibition, % at 50 µM; IC50 in µM for titrated hits; in the data active means a potency from the dose series; inconclusive means inhibition mostly from about 25% at the one dose, without a potency; inactive means the rest, 99 in 100 with inhibition below about 19%;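 further: 0% = induced wells with vehicle and 100% = uninduced wells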
inhibitors of VEEV 10K pilot screen: second read-out of inhibitors of VEEV, no call of its own (marks repeat the call); inhibition, %; measured here: 10K pilot screen inhibition
* marks the source's active call; other numbers are inactive results; i = inactive; ? = inconclusive; . = no result given. Outcome played no part in choosing rows; about 1.4% have a hit in one of these screens.

SMILES	H1N1 NS1A inhibition	M. tuberculosis	M. tuberculosis HTS	inhibitors of VEEV	Salmonella PhoP GFP	others
CC(CC(=O)OCC(=O)NCc1ccc(Cl)cc1)c1ccccc1 (configuration not stated)	-14.2%	53.3%	-6.7%	1.5%	.
COc1ccc(NC(=O)Cc2cccc(F)c2)cc1S(=O)(=O)Nc1ccccc1Cl	-7.5%	5.3%	-2.0%	0.2%	7.2%
Cc1ccc(C(=O)C[n+]2ccccc2C)cc1[N+](=O)[O-]	1.7%	-13.6%	6.7%	5.84µM*	-2.2%
CCc1cccc(NC(=O)NC2CCCCC2)c1	-13.9%	35.7%	?	0.1%	-8.0%
O=C(NCCc1ccc(Cl)cc1)c1cc(=O)[nH]c2ccccc12	0.7%	-4.3%	-4.4%	0.6%	4.0%
COC(=O)c1ccc(CN2CCC(CO)(Cc3ccccc3Cl)CC2)cc1	1.7%	14.3%	12.8%	1.7%	-0.5%
CCCn1c2ccccc2c2nnc(SC(CC)C(=O)Nc3sc4c(c3C#N)CCCC4)nc21 (configuration not stated)	2.6%	8.1%	0.9%	0.6%	-6.3%
COc1ccc(OC)c(-c2nnc3n2N=C(c2ccc(OC)c(OCC4CC4)c2)CS3)c1	5.2%	70.2%	2.1%	5.4%	.
Cc1ccc(CCN2CC(C(=O)NCCN3CCCCCC3)CC2=O)cc1 (configuration not stated)	2.9%	10.2%	-14.3%	1.8%	4.8%
CCc1ccc(NC(=O)NC2CCCCCCC2)cc1	-5.2%	62.5%	?	5.5%	2.0%
C/C(=N\NC(=O)c1csc(C)c1C)c1ccc(Cl)s1	-1.4%	4.0%	4.3%	0.8%	-7.4%
COc1ccc(-c2csc(NC(=O)COC(=O)Cc3ccccc3)n2)cc1OC	.	32.6%	5.9%	.	-8.1%
Cc1cc(C)n(CCCNC(=O)c2ccco2)n1	2.2%	-7.3%	-7.1%	i	.
Cc1c(NS(=O)(=O)c2ccc(N3CCCCC3)c([N+](=O)[O-])c2)c(=O)n(-c2ccccc2)n1C	1.3%	42.0%	-11.9%	i	-2.5%
CCc1cccc(C)c1NS(=O)(=O)c1cc(Br)cnc1N	10.0%	23.3%	-4.1%	2.3%	-8.5%

4 entries drawn at random from the list so far, as already listed:
SMILES	H1N1 NS1A inhibition	M. tuberculosis	M. tuberculosis HTS	inhibitors of VEEV	Salmonella PhoP GFP	others
O=C(NCCc1ccc(Cl)cc1)c1cc(=O)[nH]c2ccccc12	0.7%	-4.3%	-4.4%	0.6%	4.0%
COC(=O)c1ccc(CN2CCC(CO)(Cc3ccccc3Cl)CC2)cc1	1.7%	14.3%	12.8%	1.7%	-0.5%
CC(CC(=O)OCC(=O)NCc1ccc(Cl)cc1)c1ccccc1 (configuration not stated)	-14.2%	53.3%	-6.7%	1.5%	.
CCc1ccc(NC(=O)NC2CCCCCCC2)cc1	-5.2%	62.5%	?	5.5%	2.0%

A portion of the results above, for reference:
SMILES	H1N1 NS1A inhibition	M. tuberculosis	M. tuberculosis HTS	inhibitors of VEEV	Salmonella PhoP GFP	others
O=C(NCCc1ccc(Cl)cc1)c1cc(=O)[nH]c2ccccc12	0.7%	-4.3%	-4.4%	0.6%	4.0%
COC(=O)c1ccc(CN2CCC(CO)(Cc3ccccc3Cl)CC2)cc1	1.7%	14.3%	12.8%	1.7%	-0.5%

The main list resumes; the two compounds before the break are reprinted first.
SMILES	H1N1 NS1A inhibition	M. tuberculosis	M. tuberculosis HTS	inhibitors of VEEV	Salmonella PhoP GFP	others
Cc1c(NS(=O)(=O)c2ccc(N3CCCCC3)c([N+](=O)[O-])c2)c(=O)n(-c2ccccc2)n1C	1.3%	42.0%	-11.9%	i	-2.5%
CCc1cccc(C)c1NS(=O)(=O)c1cc(Br)cnc1N	10.0%	23.3%	-4.1%	2.3%	-8.5%
Cc1nc(C)n(C(C)CNC(=O)c2ccccc2)n1 (configuration not stated)	-4.7%	15.8%	-1.4%	0.8%	-3.5%
Cc1ccc(Cl)cc1N1CCN(Cc2cc(=O)n3ccsc3n2)CC1	7.0%	22.9%	4.5%	5.0%	5.4%
CCCCC(=O)Oc1c(S(=O)(=O)c2ccccc2)c(C)nn1C(C)(C)C	-0.6%	-1.6%	12.4%	i	-30.1%
COC(=O)C1=C(c2ccccc2)C[C@@H]2CC[C@H]1N2C(=O)NCCCOC(C)C	-7.1%	-17.6%	3.9%	0.5%	7.2%
CCn1c(SCC(=O)N2CC(C)OC(C)C2)nc2c([nH]c3ccccc32)c1=O (configuration not stated)	17.9%	5.0%	5.4%	7.3%	-3.0%
CCC(C)N1C(=O)S/C(=C/c2ccc(Sc3nc4ccccc4[nH]3)o2)C1=O (configuration not stated)	8.8%	62.9%	14.9%	i	2.4%
CCc1ccc(-c2cc3c(=O)n(CC(=O)NCCCN4CCN(Cc5ccccc5)CC4)nc(C)n3n2)cc1	16.3%	?	?	4.2%	-8.2%
CCC(C)NCCOCCOc1ccc(Br)cc1 (configuration not stated)	-4.4%	6.7%	1.3%	i	4.6%
CCOC(=O)CN(C(=O)CSc1nnc(-c2ccc(OC)c(OC)c2)o1)c1ccc(F)cc1	-1.9%	5.6%	-5.5%	2.6%	3.1%
O=C(c1ccc(-c2cc(O)c3ncccc3c2)cc1)N1CCNCC1	9.74µM*	58.5%	4.2%	8.2%	.
CC1(c2ccccc2)NC(=O)N(CC(=O)NCCN2C(=O)S/C(=C\c3cccnc3)C2=O)C1=O (configuration not stated)	-5.0%	.	.	2.4%	.
CCC(C)[C@H](NC(=O)Nc1ccccc1F)C(=O)OC (some centres not stated)	-6.8%	-9.9%	-8.3%	i	8.2%
Cc1cc(C)cc(N(CC(=O)N2CCOCC2)S(=O)(=O)c2ccccc2)c1	-2.1%	-10.1%	0.4%	1.1%	4.0%
COc1ccc(CN(C(=O)c2ccco2)c2ccc(C)cc2)cc1OC	-6.3%	22.2%	-3.3%	3.5%	-13.9%
COc1cc(S(=O)(=O)N2CCN(c3ccccn3)CC2)ccc1Br	-3.8%	11.1%	-0.6%	i	13.0%
CCN(CC)S(=O)(=O)c1ccc2c(c1)c(=O)c(C(=O)N1CCOCC1)cn2C	-8.1%	7.5%	-7.6%	0.9%	20.3%
CCN(CC)c1cc(C)c2cc(NC(=O)c3ccc(Br)o3)ccc2n1	10.9%	49.4%	?	5.8%	-4.1%
O=C(N[C@H]1CC1c1ccccc1)c1ccc([N+](=O)[O-])cc1 (some centres not stated)	9.4%	23.9%	9.9%	6.1%	0.5%
CN(Cc1ccccc1)C(=O)c1ccc(NC(=O)Cc2cccc(NC(=O)C3CCN(C(=O)C4CCCCC4)CC3)c2)cc1	-1.2%	16.9%	-4.3%	2.2%	.
COc1ccc(-c2cc(C(=O)NCc3cn(C)nc3C)c3ccccc3n2)cc1OC	-7.2%	-14.1%	-3.0%	10.5%	4.3%
O=C(Nc1nnc(/C=C/c2ccccc2)s1)c1ccco1	-6.3%	8.6%	-0.8%	6.0%	-64.3%
Cn1nnnc1SCC(=O)Nc1ccccc1[N+](=O)[O-]	-3.7%	-1.9%	13.8%	0.2%	9.5%
CC1=C(C(=O)OC2CCCC2)C(c2ccc(C)o2)C2=C(CC(c3cccs3)CC2=O)N1 (configuration not stated)	2.4%	73.8%	3.5%	11.5%	3.1%
O=[N+]([O-])c1cccc(S(=O)(=O)Nc2cccc(-c3ccc(N4CCCC4)nn3)c2)c1	-11.8%	.	.	8.8%	.
Cc1cc(NC(=O)Nc2cccc(C(F)(F)F)c2)no1	4.1%	-7.3%	-0.3%	1.8%	-7.8%
CCCN1CCN(S(=O)(=O)c2cc3c(cc2C)NC(=O)CO3)CC1	-0.8%	-13.9%	-2.5%	i	-11.0%	inhibitors of VEEV 10K pilot screen=1.2
OCCN1CCN(c2ncnc3sc4c(c23)CCCC4)CC1	-2.8%	-0.3%	0.0%	0.3%	-6.9%
Cc1noc(C(C)C)c1C(=O)Nc1ccc(-c2nnc3n2CCCCC3)cc1	-7.7%	-2.6%	-1.5%	4.2%	.
COc1ccc(C)cc1NC(=O)C(Sc1nnnn1C)c1ccccc1 (configuration not stated)	1.1%	6.2%	-2.8%	i	6.7%
CS(=O)(=O)NN1C(=O)c2ccccc2NC1c1cccc2cccnc12 (configuration not stated)	-4.9%	46.6%	8.7%	1.8%	0.3%
COC(=O)c1ccc(OC(=O)CN2C(=O)c3ccccc3C2=O)cc1	-11.4%	18.7%	5.6%	0.3%	-4.3%
C/C=C/c1ccc(OCCCn2cncn2)c(OC)c1	4.0%	7.2%	4.6%	2.0%	-6.1%	inhibitors of VEEV 10K pilot screen=1.9
COC(=O)c1ccc(NC(=S)NC(=O)C2CCC2)cc1	18.7%	?	41.9µM*	4.2%	-0.8%
Cn1c(=NC(=O)COc2ccccc2)sc2ccccc21	12.9%	18.4%	2.2%	3.3%	-3.6%
COc1ccc(C(=O)C[n+]2cccc3cc(C)ccc32)cc1	-3.0%	-2.8%	-0.1%	i	12.7%
Cc1ccc(S(=O)(=O)N(C)CC(=O)NCCCn2ccnc2)cc1	-7.2%	-16.8%	-0.2%	1.4%	3.5%
O=[N+]([O-])c1ccc(/C=C/c2nc3ccc([N+](=O)[O-])cc3[nH]2)cc1	3.4%	13.8%	-3.8%	0.3%	-6.7%
Cc1nn(CC(=O)N(C)Cc2ccccc2)c(=O)c2cccn12	6.0%	-1.2%	-3.9%	1.4%	0.4%
CCC(C)(C)NC(=O)CN(Cc1ccc(F)cc1)C(=O)CCC(=O)Nc1ccccn1	9.2%	-4.0%	5.7%	1.1%	10.0%
COc1cc(/C=C/C(=O)Nc2ccccc2C(F)(F)F)cc(OC)c1OC	.	3.1%	4.9%	.	0.0%
CCOc1ccccc1O[C@H](c1ccccc1)[C@H]1CNCCO1	1.6%	8.3%	-10.8%	i	7.7%
CCOC(=O)/C(=C\C=C1/Sc2ccccc2N1CC)C(C)=O	8.3%	26.4%	-3.0%	?	-60.7%
COCCN(C(=O)c1cc2c(s1)CCCCC2)c1c(N)n(Cc2ccccc2)c(=O)[nH]c1=O	-12.3%	17.2%	13.2%	3.8%	-4.5%
COC(=O)C1C(c2ccc(Br)cc2)Nc2nnc(C(F)(F)F)n2C1(C)O (configuration not stated)	-4.9%	40.7%	6.7%	0.4%	-35.9%
CCNc1nc(NC(C)C)nc(OCC)n1	0.4%	3.2%	3.8%	1.2%	3.9%
Cc1cc(Nc2ccccc2)c2c([N+](=O)[O-])c(C)cc(C)c2n1	10.2%	29.7%	3.7%	3.1%	8.3%
CCOC(=O)c1oc2nc3c(cc2c1N)CCCC3	.	-11.6%	-7.0%	1.9%	6.0%
CCOC(=O)c1cnc2c(C(=O)OCC)cnn2c1N	.	-3.5%	1.1%	2.4%	12.3%
Cc1csc2nc(CN3CCN(CC(=O)N(C)C)CC3)cc(=O)n12	11.6%	-4.3%	-0.6%	i	-9.7%
CCOc1ccc(N=CC2=C(O)CC(c3ccco3)CC2=O)cc1 (configuration not stated)	-3.2%	52.5%	80.4µM*	1.0%	-1.9%
Cc1ccc(N2C(=O)c3cccc([N+](=O)[O-])c3C2=O)cc1C	3.4%	-11.3%	-6.9%	0.3%	6.5%
CCN1C(=O)C(=O)N(CC(=O)NC(C)CCc2ccccc2)C1=O (configuration not stated)	-5.8%	-9.5%	-15.5%	2.1%	.
Cc1ccc(/C=N/NC(=O)CSc2nc3ccccc3n2C)s1	3.3%	25.0%	4.2%	3.7%	31.9%
O=C1c2ccccc2CN1CCNC(=S)NC1CCCCC1	-2.3%	4.2%	-10.1%	0.9%	0.6%
CN1C(=O)c2ccccc2C(C(=O)O)C1c1cn(C)c2ccccc12 (configuration not stated)	5.0%	-18.9%	2.5%	0.6%	-0.8%
O=C(NNC(=O)C(c1ccccc1)c1ccccc1)c1cccs1	-1.3%	-3.7%	-2.3%	1.9%	-3.8%
COCCOC(=O)C1=C(C)N(Cc2ccccc2)C(=O)NC1c1cccc(OC)c1OC (configuration not stated)	-5.5%	2.4%	-2.4%	i	-1.0%
CN(Cc1ccc([N+](=O)[O-])cc1)c1ccccc1	4.5%	.	.	1.0%	.
COc1ccccc1/C=C/C(=O)NNC(=O)c1cccs1	-7.6%	-6.7%	-0.1%	0.4%	14.9%
Cc1ccc(NC2CCCN(C(=O)c3ccccn3)C2)cc1C (configuration not stated)	-7.5%	6.9%	0.1%	1.8%	-7.0%
CC1=CC(C)(C)NC(=S)N1c1ccc([N+](=O)[O-])cc1	-5.6%	.	.	0.4%	.
COc1ccc(CC(=O)OC(C)C(=O)Nc2ccc(Cl)cn2)cc1 (configuration not stated)	-20.2%	67.2%	1.6%	0.3%	.
CN1C(=O)C(=Cc2ccccc2Oc2ccc(Cl)cc2)C(=O)N(C)C1=O	-3.3%	-4.4%	-2.6%	6.5%	4.5%
